NPR1 activator = GC-A stimulated cGMP production enhancers – HEK293 GC-A cells, cGMP TR-FRET, EC30 ANP, primary screen; actives 0.14% (n = 370,000); activation, % at 10 µM; 0% at EC30 ANP, 100% saturating ANP; AID 1671463, 2021; in the data active = activation above about 40%
ADAM10 inh = human ADAM10 inhibitors, primary screen, biochemical, QFRET, HTS; recombinant ADAM10, EDANS/DABCYL FRET peptide cleavage, 3 h; actives 0.62% (n = 370,000); inhibition, % at 7 µM;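 active = inhibition above a per-campaign cutoff equal to the mean of compounds falling between control-based bounds plus 3 SD, cut at about 20% in these data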;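 note: 0% = DMSO wells while the 100% control is not disclosed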
Target sequence (O14672 214-748 limits assumed): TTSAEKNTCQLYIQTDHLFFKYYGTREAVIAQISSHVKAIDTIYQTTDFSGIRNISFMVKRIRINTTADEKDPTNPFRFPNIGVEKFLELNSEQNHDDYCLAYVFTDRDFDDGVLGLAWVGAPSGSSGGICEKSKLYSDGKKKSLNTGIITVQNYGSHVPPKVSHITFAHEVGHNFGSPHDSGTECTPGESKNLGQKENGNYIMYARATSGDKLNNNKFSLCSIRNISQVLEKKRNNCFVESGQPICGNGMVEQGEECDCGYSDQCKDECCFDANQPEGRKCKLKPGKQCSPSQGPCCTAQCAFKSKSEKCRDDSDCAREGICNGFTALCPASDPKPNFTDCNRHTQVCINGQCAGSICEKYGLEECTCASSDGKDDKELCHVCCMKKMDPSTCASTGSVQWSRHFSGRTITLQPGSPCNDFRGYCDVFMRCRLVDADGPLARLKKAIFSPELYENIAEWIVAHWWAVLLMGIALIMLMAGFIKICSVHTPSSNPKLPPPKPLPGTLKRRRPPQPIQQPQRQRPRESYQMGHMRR
DAX1 inh-1 = DAX1 (NR0B1) inhibitors, primary screen, cell-based, HEK293, Gal4-DAX1, luciferase luminescence | actives 0.99% (n = 340,000) | HEK293 Gal4-DAX1 luciferase reporter | inhibition, % at 6.75 µM | AID 504766, 2011;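 active = inhibition above the mean over all tested compounds plus 3 SD, cut at about 4.2% in these data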;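 note: 0% = DAX1-transfected cells with DMSO and 100% = empty-vector control cells with DMSO; inhibition shows as a rise in luminescence from relieved DAX1 repression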
sPLA2-III inh = human group III sPLA2 inhibitors, primary screen, biochemical, QFRET, BODIPY PC-A2 liposome substrate | Group 3 secretory phospholipase A2 (Homo sapiens), Q9NZ20 | QFRET BODIPY PC-A2 liposome hydrolysis, fluorescence | inhibition, % at 12.2 µM | actives 0.56% (n = 370,000);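 active = inhibition above mean plus 3 SD of compounds lying within the high and low control bounds, cut at about 19% in these data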;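 note: 0% = median of test compound wells and 100% = no enzyme DMSO wells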
Target sequence (Q9NZ20 whole entry, looked up): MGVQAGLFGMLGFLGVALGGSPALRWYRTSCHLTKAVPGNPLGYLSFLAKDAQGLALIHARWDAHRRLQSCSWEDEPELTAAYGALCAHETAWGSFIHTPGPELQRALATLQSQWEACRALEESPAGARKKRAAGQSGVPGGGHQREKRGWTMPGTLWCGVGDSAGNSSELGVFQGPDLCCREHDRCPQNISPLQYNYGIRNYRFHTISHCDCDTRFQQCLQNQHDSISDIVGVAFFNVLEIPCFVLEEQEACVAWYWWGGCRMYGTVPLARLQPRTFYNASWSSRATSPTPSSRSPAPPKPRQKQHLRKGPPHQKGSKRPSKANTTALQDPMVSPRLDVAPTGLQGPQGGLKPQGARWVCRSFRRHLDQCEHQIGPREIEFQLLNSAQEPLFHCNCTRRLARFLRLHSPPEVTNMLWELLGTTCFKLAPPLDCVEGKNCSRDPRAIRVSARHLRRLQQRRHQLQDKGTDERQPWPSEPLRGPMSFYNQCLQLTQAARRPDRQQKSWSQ
DAX1 inh-2 = DAX1 (NR0B1) inhibitors on StAR promoter, primary screen, cell-based, luminescence, SF-1 (NR5A1), full-length DAX-1; HEK293T StAR-luciferase reporter, SF-1/DAX-1 repression relief; inhibition, % at 6.8 µM; actives 1.1% (n = 370,000); AID 652010, 2013;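 active = inhibition above the mean over all tested compounds plus 3 SD, cut at about 3.6% in these data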;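 note: 0% = DAX-1 cells with DMSO and 100% = cells lacking DAX-1 with DMSO; higher inhibition means more luminescence from relief of DAX-1 repression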
SMARCA2 act = SMARCA2 (BRM) function activators, primary screen, cell-based, luminescence, high throughput | MG213 cells, MMTV-luciferase reporter, dexamethasone, overnight | activation, % at 9.1 µM | actives 1% (n = 370,000) | AID 652017, 2013; in the data active = activation above about 7.8%;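 note: 0% = vehicle wells and 100% = reference activator wells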
ssDAF-12 act = S. stercoralis DAF-12 nuclear receptor activators, primary screen, cell-based, luminescence, HEK293, GRIP1 co-expression, lit1-tk-luc; Nuclear hormone receptor DAF-12 (Strongyloides stercoralis); HEK293 ssDAF-12/GRIP1 lit1-tk-luc reporter; % of 3 µM dafachronic acid response; activation, % at 6.8 µM; actives 1% (n = 370,000); AID 652126, 2013;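 active = activation above the mean over all tested compounds plus 3 SD, cut at about 0.9% in these data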;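 note: 0% = DMSO-only wells and 100% = 3 µM delta7-dafachronic acid wells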
hcDAF12 agonist = H. contortus DAF-12 nuclear receptor activators, primary screen, cell-based, luminescence, HEK293, lit1-tk-luc reporter | AID 652067, 2013 | HEK293 hcDAF-12 lit1-tk-luc reporter; 0% DMSO, 100% Δ7-dafachronic acid | actives 1.4% (n = 370,000) | activation, % at 6.8 µM;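 active = activation above the mean of all tested compounds plus 3 SD, cut at about 5.5% in these data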;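 note: 100% = response to 3 µM Δ7-dafachronic acid high control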
hgDAF-12 ag = H. glycines DAF-12 receptor agonists, primary screen, cell-based, luminescence, HEK293, GAL4 fusion, UAS-luciferase. AID 687014, 2013. HEK293 GAL4-hgDAF12 UAS-luciferase reporter, agonist luminescence; normalized to butyrate control. actives 1.8% (n = 370,000). Nuclear hormone receptor DAF-12 (Heterodera glycines), GAL4 fusion. activation, % at 6.8 µM;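 active = activation above a cutoff set at the mean of all screened compounds plus 3 SD, cut at about 10% in these data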;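 note: 0% = DMSO wells and 100% = sodium butyrate wells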
GAA850 FXN act = FXN promoter activators, primary screen, cell-based, luciferase luminescence, HEK293 lucGAA850 | HEK293 lucGAA850 FXN promoter luciferase reporter, 24 h; percent of 10 µM SAHA response | activation, % at 6 µM | actives 0.56% (n = 360,000);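 active = activation above the average of all compounds screened plus 3 SD, cutoff fixed separately per campaign, cut at about 7.5% in these data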;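 note: 0% = DMSO wells and 100% = 10 µM SAHA wells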
GC-B act = human GC-B receptor activators, primary screen, HEK293 GC-B cells, cGMP TR-FRET, EC30 CNP | Atrial natriuretic peptide receptor 2 (Homo sapiens), P20594 | 0% at EC30 CNP, 100% saturating CNP | activation, % at 10 µM | actives 0.11% (n = 370,000) | AID 1920062, 2024;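 active = activation at 10 µM reaching about 35% in either raw or pattern-adjusted values, limit read from the data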
Starred values were filed as active, the others as inactive; nt = not tested or not shown. The list is partial; rates above refer to the full screens.

SMILES | NPR1 activator | ADAM10 inh | DAX1 inh-1 | sPLA2-III inh | DAX1 inh-2 | SMARCA2 act | ssDAF-12 act | hcDAF12 agonist | hgDAF-12 ag | GAA850 FXN act | GC-B act
COc1ccc(-n2c(/C=C/c3ccc(O)c(OC)c3)nc3ccccc3c2=O)cc1 | 10 | -28 | -2.7 | -26 | -1.1 | -3 | -1.6 | -2.0 | -5.7 | -0.8 | 33
CCCCn1nnnc1C(c1cccc2ccccc12)N1CCC2(CC1)C(=O)NCN2c1ccccc1 (stereo not drawn) | -3 | -8 | nt | 2 | -0.1 | -2 | -0.7 | 0.6 | -1.0 | nt | -4
O=C(Nc1ccc(C(F)(F)F)cc1)c1cccn(Cc2ccc3c(c2)OC(F)(F)O3)c1=O | 3 | 8 | -0.4 | -3 | -1.0 | -7 | -1.7 | -0.4 | 0.6 | 0.5 | -2
Cc1cccc(CN2CCN(C(=O)Cc3ccccc3)CC2)c1 | -2 | -3 | 0.6 | -6 | -0.3 | -2 | -1.4 | -1.3 | -0.7 | -0.1 | -2
O=c1[nH]c(=O)n(Cc2ccco2)c(O)c1/C=N/N1CCCCCC1 | 5 | -1 | -1.0 | 12 | -0.1 | -2 | -0.9 | 1.2 | -3.8 | 1.0 | -1
CC(NC1CCCCC1)C(O)C12CC3CC(CC(C3)C1)C2 (stereo not drawn) | 1 | 16 | -0.1 | 6 | 1.0 | 0 | -1.4 | -1.4 | -0.2 | 0.2 | 0
CCN(CC)CCCN=C(C)c1c(O)n(C2CCCCC2)c(=O)[nH]c1=O | 5 | -7 | -0.9 | -1 | -0.4 | -1 | -0.7 | -1.5 | -1.2 | 1.3 | 5
COC(=O)C1=C(c2ccccc2OCc2ccccc2)C[C@@H]2CC[C@H]1N2C(=O)NCc1ccc(N(C)C)cc1 | -3 | 14 | -1.5 | 10 | -0.3 | -1 | -1.3 | -3.4 | -3.1 | -5.6 | -2
OC1(c2ccc(F)cc2)CC2CCC(C1)N2Cc1nnnn1C1CCCCC1 (stereo not drawn) | -7 | 0 | 0.2 | -12 | -1.8 | -2 | -1.7 | -1.2 | 0.4 | 0.8 | -1
COC(=O)C1=C(c2ccc(S(C)(=O)=O)cc2)C[C@@H]2CC[C@H]1N2C(=O)NC1CC1 | 2 | -1 | 0.0 | 9 | -0.2 | 1 | -0.8 | -1.7 | -0.6 | 0.2 | 4
O=[N+]([O-])c1ccc(N2CCCC2)c2ccncc12 | 0 | 4 | -1.4 | 3 | -1.4 | -1 | -1.6 | -2.2 | 1.4 | -0.1 | -4
O=C1NC(=O)C(=Cc2cccc(OCCOc3ccccc3)c2)C(=O)N1 | 1 | 2 | -0.2 | 3 | 1.1 | 5 | -0.3 | 5.5 | 11* | 4.1 | -10
Cc1cc(C=C(C#N)C#N)ccc1N1CCCC1 | -2 | 3 | 0.2 | 8 | -0.5 | -1 | -1.6 | 1.5 | -0.9 | 1.2 | -4
CCN(CC)c1ccc(C=C2C(=O)NC(=S)NC2=O)cc1 | 17 | 8 | 0.8 | -2 | -0.8 | 0 | -0.9 | -1.6 | 0.5 | -1.8 | -5
CC1CC2(O)c3no[n+]([O-])c3CCC2N1O (stereo not drawn) | -2 | -7 | -1.1 | 6 | -0.5 | -1 | -1.0 | -2.3 | -0.7 | 1.4 | 1
CCN1CCN(S(=O)(=O)c2ccc(Cl)c(C(=O)Nc3ccc(C(=O)N(CC)CC)cc3)c2)CC1 | 5 | -13 | -1.0 | -1 | -5.4 | -2 | -1.4 | -2.6 | -2.6 | -2.1 | 2
O=C(NC1CCCCC1)[C@@H]1CC=C[C@@H]2CCN(Cc3ccccc3)C(=O)[C@@H]21 | 0 | -6 | -0.2 | 0 | -0.6 | 0 | -1.5 | -1.2 | 4.0 | -2.4 | 4
COC(=O)c1ccccc1N=Cc1c(O)[nH]c(=S)[nH]c1=O | 5 | 0 | -0.6 | 1 | -0.3 | -2 | -1.8 | -1.3 | 0.1 | 0.8 | -3
O=C1NC(=O)N(c2ccccc2F)C(=O)/C1=C/c1cn(CC(=O)N2CCOCC2)c2ccccc12 | 12 | -8 | nt | 1 | -0.2 | -2 | -0.6 | 0.8 | -1.1 | nt | 5
COc1cccc(CN2CCN(C(=O)Cc3ccccc3OC)CC2)c1 | 4 | 1 | 0.2 | 3 | -0.2 | 0 | -1.8 | -0.6 | -2.0 | 1.8 | 2
COCCNC(=O)CN1C(=O)C(C)N=C(c2ccccc2)c2cc(Cl)ccc21 (stereo not drawn) | -1 | -5 | -0.4 | -4 | -0.2 | -1 | -1.2 | -1.3 | -2.6 | 3.0 | 1
Cn1c(O)c(/C=C2\N=c3ccccc3=C2CCNC(=S)NC2CC2)c(=O)n(C)c1=O | 7 | -25 | -0.8 | -1 | -0.4 | -3 | -0.5 | -0.3 | -2.3 | 4.0 | 15
C(#CCN1CCOCC1)COCC#Cc1ccccc1 | 9 | 4 | 1.1 | 3 | 0.2 | 0 | -1.3 | -1.0 | 1.9 | 2.1 | 1
O=C1NC(=O)C(CCc2ccncc2)(Cc2ccc(OCc3ccccc3)cc2)C(=O)N1 | 5 | -2 | 0.1 | 0 | -0.2 | -3 | -1.7 | -2.2 | -1.8 | -0.5 | 6
ClC1=C(Cl)C2(Cl)C3C(Cl)C=CC3C1(Cl)C2(Cl)Cl (stereo not drawn) | -5 | -1 | 0.6 | -3 | 0.8 | 4 | -1.3 | 0.4 | 0.7 | 0.1 | -12
CCOc1cc(CNCCc2cccc(F)c2)ccc1OC | -25 | 0 | -0.2 | -2 | 0.1 | -1 | -1.1 | 1.1 | 1.0 | 2.6 | -9
Cc1cc(C)cc(N2C(=O)NC(=O)/C(=C/c3cccn3-c3ccc(Cl)cc3)C2=O)c1 | 0 | -2 | 1.8 | -2 | 0.3 | 1 | -1.5 | 0.8 | 2.0 | 2.0 | 4
CCCCCn1c(=O)c(C(=O)Nc2ccccc2Cl)c(O)c2ccccc21 | 1 | 9 | 2.6 | 10 | 0.6 | -2 | -0.2 | 3.7 | 0.6 | 0.6 | 1
COc1ccc(CN2CCN(C(=O)COc3ccc4ccccc4c3)CC2)c(OC)c1 | -4 | 7 | -0.6 | -9 | -0.6 | -2 | -1.0 | -0.6 | -2.5 | 0.6 | -7
O=C(NCC(c1cccnc1)N1CCOCC1)Oc1ccccc1 (stereo not drawn) | 3 | -3 | 0.1 | 4 | 1.5 | -4 | -1.0 | -1.9 | -0.5 | 3.4 | 0
O=C1/C(=C\c2ccc(Cl)c(Cl)c2)N2CCC1CC2 | 17 | -2 | -0.9 | 14 | -0.9 | -3 | -1.7 | -1.5 | -3.6 | 2.8 | 8
CC1CC2C(C(O)CC3(C)C(O)CCC23)C2(C)CCC(=O)C=C12 (stereo not drawn) | 2 | -5 | 0.0 | 3 | -0.5 | 0 | -0.8 | 0.0 | 0.2 | 1.5 | -2
Cc1[nH]c2ccc(OC(F)(F)F)cc2c1CCNCc1ccc(Cl)cc1 | -41 | 5 | -0.4 | 10 | -0.2 | -5 | -1.4 | 0.1 | -2.3 | 13* | -10
C=CCN1C(=O)/C(=C\c2ccc(N3CCOCC3)o2)C(=O)NC1=S | 2 | -4 | -0.9 | 10 | 0.3 | -3 | -0.4 | -1.8 | -3.3 | 0.8 | 1
CC1(C)C(=O)CCC2C1=CCC1C2CCC2(C)C(O)CCC12 (stereo not drawn) | -3 | 1 | -0.6 | -2 | -0.2 | -1 | -1.2 | -1.0 | 0.6 | 4.2 | 1
N#Cc1ccccc1NC(=O)CN1CC=C(c2ccccc2)CC1 | 3 | 4 | 1.2 | 0 | 0.2 | 3 | 0.5 | -0.8 | 1.0 | -0.9 | 5
Cc1ccc(NC2=NCCCS2)cc1Cl | 3 | 2 | -0.6 | 0 | 0.2 | -1 | -1.1 | -1.9 | -2.2 | 0.7 | -1
COc1ccc(CN2Cc3cc(N4CCCCC4)ccc3-n3nncc3C2)cc1 | 1 | -9 | nt | -4 | -0.6 | 7 | -0.4 | -1.6 | 0.3 | nt | -2
C/C(=N\NC(=O)c1ccccc1)c1c(O)n(C2CCCCC2)c(=O)[nH]c1=O | -1 | -4 | 0.5 | 3 | 6.0* | -1 | -0.5 | 4.0 | 9.6 | 1.3 | 7
CCOC(=O)C1(c2ccccc2)CCN(CC(=O)Nc2cccc3ccccc23)CC1 | 0 | 10 | -0.9 | -2 | -0.3 | 0 | -1.3 | -2.7 | -1.4 | -0.6 | -6
COc1cccc(CC(=O)N2CCN(Cc3cccc(Cl)c3)CC2)c1 | -1 | 15 | -0.1 | 0 | -0.3 | 0 | -1.5 | -1.3 | 0.8 | -1.1 | -5
O=c1[nH]c(=O)n(C2CCCCC2)c(O)c1/C=C/C=Nc1ccccc1 | 1 | -8 | -1.8 | -17 | -0.1 | -1 | -1.0 | -1.0 | 2.2 | 0.5 | 4
CCCC(=O)NC(Oc1ccc(Cl)cc1Cl)C(Cl)(Cl)Cl (stereo not drawn) | -2 | -4 | 0.6 | 14 | 0.4 | -3 | -0.8 | -1.5 | 0.9 | 0.6 | 6
COc1ccc2[nH]c(C)c(CCNCc3cc(OC)c(OC)c(OC)c3)c2c1 | -34 | 0 | 0.2 | -6 | -1.0 | -2 | -2.2 | -1.5 | -2.5 | -1.3 | -6
Cc1cc(N2C(=O)CC(N3CCC(n4c(=O)[nH]c5ccccc54)CC3)C2=O)no1 (stereo not drawn) | 1 | 5 | -0.2 | 4 | 0.2 | -2 | -1.1 | -1.4 | 0.2 | -0.9 | 0
Cc1ccc(CN2CCCN(Cc3ccc(Cl)cc3)S2(=O)=O)cc1 | 5 | 0 | 1.2 | 0 | 0.1 | 0 | -1.5 | -1.3 | -2.7 | 2.2 | 3
COC(=O)C1=C(c2ccc(F)cc2F)C[C@@H]2CC[C@H]1N2C | 2 | 2 | 2.2 | -5 | -0.2 | 1 | -1.1 | -1.8 | 1.7 | -0.4 | -1

Source: PubChem (several laboratories)
